aSyn yeast rescue – alpha-synuclein toxicity suppression in yeast | S. cerevisiae alpha-synuclein toxicity rescue, BacTiter-Glo growth, 24 h | Potency, µM (series often up to 46.1 µM), for the others: top-dose growth rescue (activation), actives largely listed as activators | hit rate 0.02% among 94,000 | AID 1347070; active = well fitted activation curve with a large enough effect; note: 0% is about no effect
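Growth restoration measured by BacTiter-Glo luminescence after 24 hr at 30 deg C; alpha-synuclein yeast, raffinose-pregrown to mid-log, were added at OD600=0.02 in galactose medium onto pinned compounds.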
An asterisk follows results filed as active; [ ] = remark or other dose. Potency is the fitted concentration of half-maximal effect. This is a subset, so the mix of outcomes need not match the whole.

SMILES | aSyn yeast rescue
CCOc1ccc(CCNC(=O)C2Cc3ccccc3N2C(=O)CC)cc1 (configuration not stated) | -7.7%
Cc1cccc(C(=O)OC(C)C(=O)NC(=O)NC2CCCCC2)c1O (configuration not stated) | -2.0%
O=c1c(N2CCN(c3ccc(F)cc3)CC2)csc2ccc(F)cc12 | -0.1%
O=C(NCCc1csc(-c2ccc(C(F)(F)F)cc2)n1)c1ccccc1Cl | -7.5%
COc1ccc(OC)c(C(C[N+](=O)[O-])c2c(C)cc3ccccn23)c1 (configuration not stated) | 12.3%
Cc1ccc(NC(=O)c2ccc3c(c2)NC(=O)c2ccccc2S3)cc1 | 3.7%
CCOc1ccc(NC(=O)NC2CC(=O)N(c3ccc(OC)cc3)C2)cc1 (configuration not stated) | 7.0%
COc1ccc(-n2nc3c(N4CCC(C(=O)NCc5ccccc5C)CC4)nnc(C)c3c2C)cc1 | 1.5%
COc1ccccc1N1CCN(C(=O)CSc2nc3ccccc3nc2Cc2ccccc2)CC1 | 12.1%
COc1ccc(-c2cn3c(n2)sc2cc(C(=O)Nc4ccc(C)cc4C)ccc23)cc1 | 1.8%
CC(OC(=O)c1ccc2c(c1)OCO2)C(=O)NC1CCCCC1 (configuration not stated) | 1.7%
COC(=O)CC1(C(=O)OC)Nc2cc(Cl)c(Cl)cc2S(=O)(=O)N1O (configuration not stated) | -2.5%
O=C(NNC(=O)c1cc2cc(OC(F)(F)F)ccc2[nH]1)c1ccc(Cl)cc1 | 2.7%
COCCn1cnc2c1c(=O)n(Cc1ccc(Br)cc1)c(=O)n2Cc1ccccc1 | 2.2%
COc1cccc(-n2c(SCC(=O)N3CCOCC3)nnc2-c2c[nH]c3ccccc23)c1 | -3.0%
Cc1ccc(-c2ccc(=O)n(CC(=O)NC(C)c3ccccc3)n2)cc1 (configuration not stated) | -0.1%
COc1cc(OC)c(NC(=O)C2=C(C)C(=O)OC23CCCCC3)cc1Cl | -2.3%
O=C(c1ccc(F)cc1)n1nc(-c2ccccc2)nc1NCc1ccco1 | -29.7%
CC(C)c1ccc(NC(=O)CN2C=NS(=O)(=O)c3ccccc32)cc1 | -12.7%
Nc1ccc(NC(=O)NC2CCCCC2)cc1 | -5.3%
COCCCn1c(=O)c2sccc2n2c(CCCC(=O)NCc3cccc(OC)c3)nnc12 | 6.5%
COc1ccc(/C=C/C(=O)NCCNC(=O)c2ccccc2)cc1OC | -4.7%
O=C(c1ccc2c(c1)N(Cc1ccccc1F)C(=O)c1ccccc1S2=O)N1CCC(Cc2ccccc2)CC1 (configuration not stated) | 6.2%
O=C(NCc1ccccc1Br)c1ccc2nc(N3CCCCC3)sc2c1 | -1.6%
COc1ccc(CCNC(=O)CSc2nc(C)nc3c2c(=O)n(C)c(=O)n3C)cc1OC | -5.4%

Part of the list above in order of count of non-hydrogen atoms, low to high:
SMILES | aSyn yeast rescue
CC(OC(=O)c1ccc2c(c1)OCO2)C(=O)NC1CCCCC1 (configuration not stated) | 1.7%
CC(C)c1ccc(NC(=O)CN2C=NS(=O)(=O)c3ccccc32)cc1 | -12.7%
Cc1ccc(NC(=O)c2ccc3c(c2)NC(=O)c2ccccc2S3)cc1 | 3.7%
O=C(NNC(=O)c1cc2cc(OC(F)(F)F)ccc2[nH]1)c1ccc(Cl)cc1 | 2.7%
O=C(c1ccc2c(c1)N(Cc1ccccc1F)C(=O)c1ccccc1S2=O)N1CCC(Cc2ccccc2)CC1 (configuration not stated) | 6.2%

Continued.
SMILES | aSyn yeast rescue
C[C@H](CO)N1C[C@H](C)[C@H](CN(C)S(=O)(=O)c2cccs2)Oc2ncc(-c3cc4ccccc4o3)cc2C1=O | -1.8%
Cc1ccc(N2C(=O)CSC23C(=O)Nc2ccccc23)cc1F (configuration not stated) | -1.3%
COc1cc(NC(=O)C2CCN(S(=O)(=O)c3ccc4c(c3)CCCC(=O)N4)CC2)cc(OC)c1 | 4.5%
Cn1cc(C(=O)NCc2ccccc2)c(=O)c2cc(S(=O)(=O)N3CCOCC3)ccc21 | -8.7%
O=C(Cc1cccc2ccccc12)Nc1nnc(-c2cccc([N+](=O)[O-])c2)s1 | 4.0%
CN1C(C(=O)Nc2ccc(F)cc2F)=CC(c2ccc3c(c2)OCO3)=NS1(=O)=O | 6.5%
Cc1c(C(=O)Nc2nccs2)oc2ccccc12 | -0.2%
Cc1ccc(NC(=O)CNC(C)c2ccccc2)cc1 (configuration not stated) | -9.3%
COc1ccc(OCc2ccc(-c3nc(C#N)c(NC(C)c4ccccc4)o3)o2)cc1 (configuration not stated) | -1.8%
CCCSc1cc(Cl)nc(N)n1 | -4.2%
O=S(=O)(c1ccc(NC(=S)NC23CC4CC(CC(C4)C2)C3)cc1)N1CCCCC1 | 9.2%
O=C(COc1ccccc1[N+](=O)[O-])N1CCC(Cc2ccccc2)CC1 | 9.3%
CC(C)C12CN3CC(C(C)C)(CN(C1)C3c1ccc(Cl)cc1)C2=O (configuration not stated) | 7.0%
O=C(CSc1nc2c(c(=O)[nH]1)CCC2)Nc1ccc(F)cc1 | -7.2%
O=C(Nc1ccc(S(=O)(=O)Nc2ncccn2)cc1)c1nn(Cc2ccccc2)c(=O)c2ccccc12 | -5.8%
COc1ccc(-c2nc(CN3CCN(c4ncccn4)CC3)c(C)o2)cc1C | 0.2%
COC(=O)CN1C(=O)C(O)(c2c(C)[nH]c3ccccc23)c2ccccc21 (configuration not stated) | -2.6%
CCOc1ccc(C(C(=O)NC2CCCC2)N(Cc2ccccc2)C(=O)c2nsc(Cl)c2Cl)cc1 (configuration not stated) | -6.8%
CCOc1ccc(-c2cccc(NS(=O)(=O)c3cccc([N+](=O)[O-])c3)c2)nn1 | 2.4%
CCOc1ccc(NC(=O)Cn2cc(C(=O)c3ccc(C)cc3)c(=O)c3cc4c(cc32)OCCO4)cc1 | -11.3%
Cc1ccc(S(=O)(=O)N2C[C@H]3N(C(=O)OC(C)C)N(C(=O)OC(C)C)C[C@H](OC(=O)NCc4ccccc4)[C@@]3(O)C2)cc1 | 5.3%
Cc1ccc(NC(=O)CSc2nnc(C(F)(F)F)n2C)cc1[N+](=O)[O-] | -3.2%
CCn1c(C)c(P(=O)(N2CCOCC2)N2CCOCC2)c2ccccc21 | -1.1%
O=C(O)c1ccc(N=Nc2c(O)[nH]c3ccccc23)cc1 | -21.9%
COc1ccccc1N(CC(=O)Nc1ccccc1C(F)(F)F)S(=O)(=O)c1ccc(C)cc1 | 13.6%
The listing continues.
SMILES | aSyn yeast rescue
CC(C)(C)NC(=O)c1oc2ccccc2c1NC(=O)c1ccc(F)cc1 | -2.7%
CCOC(=O)c1noc2ncn(CC(=O)Nc3cc(Cl)ccc3OC)c(=O)c12 | 1.4%
COc1ccc(NC(=O)c2oc3ccccc3c2NC(=O)c2cc(=O)c3ccccc3o2)cc1 | -2.3%
COc1ccc(C2CCCN2C(=S)Nc2cccc(Cl)c2C)cc1OC (configuration not stated) | 16.0%
CCOC(=O)c1cc(C)n(CC2CCC(C(=O)Nc3cccc(Cl)c3)CC2)c1C (configuration not stated) | 4.8%
COc1ccccc1C(=O)NCCC(=O)N1CCN(c2ccc(C(F)(F)F)cn2)CC1 | -23.2%
Cn1nc(SCc2ccccc2)c(=O)[nH]c1=O | 8.0%
Cn1cc(S(=O)(=O)N2CCCCCC2)cc1C(=O)NCc1ccc(Cl)cc1 | -4.4%
CCCSc1ncc(Cl)c(C(=O)Nc2nc3ccc(C)cc3s2)n1 | 4.5%
COc1ccc(S(=O)(=O)Nc2cc3c4c(c2)CCN4C(=O)CC3)cc1 | -44.1%[inhibitor]
O=C(CN1C(=O)C2CCCCC2C1=O)Nc1ccc(S(=O)(=O)Nc2ncccn2)cc1 (configuration not stated) | -41.7%[inhibitor]
C[C@@H]1CN([C@@H](C)CO)S(=O)(=O)c2ccc(Br)cc2O[C@H]1CN(C)C(=O)c1ccncc1 | 3.1%
COc1ccc(C(=O)/C(=C/N(C)C)S(=O)(=O)c2ccccc2)cc1 | -2.0%
O=C(OCc1ccccc1)N1CCC2CC1c1cc(-c3cc4ccccc4o3)ccc12 (configuration not stated) | 3.6%
Cc1ccc(C(=O)NCc2cccc(C(F)(F)F)c2)cc1S(=O)(=O)N1CCCCC1 | 4.1%
CN(C)c1ccc(CNc2nc(-c3ccco3)nn2S(C)(=O)=O)cc1 | -5.2%
COc1ccc(Nc2c3c(nc4nncn24)CCC3)cc1OC | 0.3%
CCOc1ccc(NC(=O)C(NS(=O)(=O)c2cccc3nsnc23)c2ccccc2)cc1 (configuration not stated) | 3.9%
COc1ccccc1NC(=O)COC(=O)CCn1c(C)csc1=O | 0.1%
c1ccc(N2CCCCC2)c(Nc2nc3ccccc3n3cnnc23)c1 | 12.0%
Cc1cc(-n2c(C)nc3ccccc3c2=O)ccc1NC(=O)c1cccc([N+](=O)[O-])c1C | -0.4%
CCc1ccc(OCc2nc(-c3ccc(OC)cc3)no2)c(Br)c1 | 3.5%
COc1ccccc1-n1c([S-])c(C(=O)Nc2ccccc2C(F)(F)F)[n+]2ccc(C(=O)NCCO)cc12 | -11.2%
CCC(C(=O)OC)n1cnc2c(nnn2-c2cccc(OC)c2)c1=O (configuration not stated) | 2.0%
C[C@H]1CN([C@@H](C)CO)S(=O)(=O)c2ccc(Br)cc2O[C@H]1CN(C)C(=O)Cc1ccccc1 | 0.4%

Structures from the list above containing two or more sulfur atoms, in the order listed:
SMILES | aSyn yeast rescue
C[C@H](CO)N1C[C@H](C)[C@H](CN(C)S(=O)(=O)c2cccs2)Oc2ncc(-c3cc4ccccc4o3)cc2C1=O | -1.8%
O=S(=O)(c1ccc(NC(=S)NC23CC4CC(CC(C4)C2)C3)cc1)N1CCCCC1 | 9.2%
CCCSc1ncc(Cl)c(C(=O)Nc2nc3ccc(C)cc3s2)n1 | 4.5%
CCOc1ccc(NC(=O)C(NS(=O)(=O)c2cccc3nsnc23)c2ccccc2)cc1 (configuration not stated) | 3.9%

(more compounds)
SMILES | aSyn yeast rescue
COc1ccccc1Nc1nc(C)nc2c1oc1ccccc12 | -10.7%
CN[C@@H](CO)C(=O)NC[C@H]1O[C@@H](n2cc(C)c(=O)[nH]c2=O)C[C@@H]1O | -6.6%
O=C(N/N=C/c1ccco1)C1CC1c1ccccc1 (configuration not stated) | 3.3%
C[C@H](CO)N1C[C@H](C)[C@@H](CN(C)S(=O)(=O)c2cccs2)OCc2cnnn2CCCC1=O | 5.5%
Cc1ccc(C)c(Cn2c(C(C)NC(=O)c3ccc(F)cc3)nc3ccccc32)c1 (configuration not stated) | 1.9%
Cc1cccc(C)c1OCC(=O)NC(Cc1c[nH]c2ccccc12)C(=O)O (configuration not stated) | -2.7%
O=C(Nc1cccc(NC(=O)c2ccccc2Cl)c1)c1cccc(Br)c1 | -7.0%
O=C1CCCc2c1nc(-c1ccccc1F)n2O | -2.0%
O=C(CCNS(=O)(=O)c1ccccc1)OCC(=O)c1ccc[nH]1 | 2.8%
CCN(CC)CCCNC(=O)c1ccc2c(c1)NC(=O)C(CS(=O)(=O)Cc1ccc(F)cc1Cl)N2 (configuration not stated) | -13.2%
COc1ccc(Oc2cccc(Cl)c2CNC(=O)CC(C)(C)CC(=O)O)cc1 | 10.3%
CC(C)CCNC(=O)CSc1nc2ccccc2nc1Cc1ccccc1 | 1.1%
C/C=C/c1ccc(OCC(=O)Nc2cc(S(=O)(=O)N3CCOCC3)ccc2N2CCCC2)c(OC)c1 | 12.5%
O=[N+]([O-])c1ccc(/C=N/Nc2ncc(-c3ccccc3)cn2)cc1 | -9.3%
Cc1cccc(N2CCN(C(=O)c3cccc(NC4=NC5CS(=O)(=O)CC5S4)c3)CC2)c1C (configuration not stated) | 8.6%
Cc1ccccc1NC(=O)Cc1nc(COC(=O)c2ccccn2)cs1 | -0.3%
COc1ccccc1NC(=O)C1=C(C)Nc2nc(SCc3ccccc3Cl)nn2C1c1cccnc1 (configuration not stated) | -11.4%
O=C(Cn1c(=O)n(Cc2ccccc2)c(=O)c2sc3ccccc3c21)Nc1ccccc1 | 3.3%
CCOc1cc(C(=O)N2CCn3c4c(c5cc(C)ccc53)CCCC42)cc(OCC)c1OCC (configuration not stated) | 6.1%
Cn1cc(-c2ccc(Cl)cc2)cc(C#N)c1=O | -1.1%
CCCNC(=O)Cn1nc(-c2ccc(F)cc2)c2cnc3ccc(F)cc3c21 | -8.6%
Cc1ccc(NC(=O)Nc2nnc(N3CCCCC3)s2)c(C)c1 | -3.8%
CN(Cc1ccccc1)C(=O)CCS(=O)(=O)c1ccc2c(c1)oc(=O)n2C | 3.8%
Cc1coc2c1c(C)cc1oc(=O)cc(C)c12 | 0.0%
Cc1cccn2c(=O)c3cc(C(=O)NC4CCCC4)c(=N)n(CCc4ccccc4)c3nc12 | -11.9%
Next compounds follow:
SMILES | aSyn yeast rescue
Cc1cc2ccccc2nc1SCC(=O)NC1CCCC1 | 5.7%
CCOc1ccc(CN(C(=O)c2cc(=O)c3cc(C)cc(C)c3o2)C2CCS(=O)(=O)C2)cc1 (configuration not stated) | 9.6%
C=Cc1ccc(Cn2c(C(=O)O)c(CNCCc3ccco3)c3ccc(C)cc32)cc1 | 2.6%
COc1ccc(CNC(=O)C2=CC(c3ccc(C)cc3)=NS(=O)(=O)N2C)cc1 | -1.5%
COc1ccc2c(c1)CC(C(=O)Nc1cc(Cl)ccc1C)CO2 (configuration not stated) | -11.1%
Cc1cc(C)cc(-n2c(SCC(=O)NCc3ccco3)nc3c([nH]c4ccccc43)c2=O)c1 | 1.8%
COc1ccc(-c2c(C)nn3c4c(cnc23)C(=O)CC(c2ccccc2)C4)cc1 (configuration not stated) | -8.4%
Cc1c(-c2ccc(Br)cc2)c(=O)oc2ccc(OC(=O)N3CCOCC3)cc12 | 5.2%
CCCc1nnc(NC(=O)CSc2nnc3c4ccccc4n(CC)c3n2)s1 | 1.2%
CCOC(=O)C1CCN(C(=O)COC(=O)C2CCN(S(=O)(=O)c3ccc4c(c3)OCCO4)CC2)CC1 | 3.2%
